High-throughput results from PubChem BioAssay.
rCAG RNA binder: r(CAG) repeat RNA binding. inhibition, % at 3 µM. TO-PRO-1 dye displacement fluorescence. 370,000 compounds, 1.3% hits;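 active = inhibition above the plate cutoff, the mean of all test compounds on that plate plus 3 SD, cut at about 35% in these data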;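 note: 0% = DMSO alone and 100% = 100 µM mitoxantrone as full dye displacement; higher means more dye released from RNA so lower well fluorescence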
ADAM10 inh: inhibits human ADAM10; O14672; recombinant ADAM10, EDANS/DABCYL FRET peptide cleavage, 3 h; inhibition, % at 7 µM; 370,000 compounds, 0.62% hits;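 active = inhibition above a per-campaign cutoff equal to the mean of compounds falling between control-based bounds plus 3 SD, cut at about 20% in these data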;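 note: 0% = DMSO wells while the 100% control is not disclosed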
Target sequence (O14672 214-748 limits assumed): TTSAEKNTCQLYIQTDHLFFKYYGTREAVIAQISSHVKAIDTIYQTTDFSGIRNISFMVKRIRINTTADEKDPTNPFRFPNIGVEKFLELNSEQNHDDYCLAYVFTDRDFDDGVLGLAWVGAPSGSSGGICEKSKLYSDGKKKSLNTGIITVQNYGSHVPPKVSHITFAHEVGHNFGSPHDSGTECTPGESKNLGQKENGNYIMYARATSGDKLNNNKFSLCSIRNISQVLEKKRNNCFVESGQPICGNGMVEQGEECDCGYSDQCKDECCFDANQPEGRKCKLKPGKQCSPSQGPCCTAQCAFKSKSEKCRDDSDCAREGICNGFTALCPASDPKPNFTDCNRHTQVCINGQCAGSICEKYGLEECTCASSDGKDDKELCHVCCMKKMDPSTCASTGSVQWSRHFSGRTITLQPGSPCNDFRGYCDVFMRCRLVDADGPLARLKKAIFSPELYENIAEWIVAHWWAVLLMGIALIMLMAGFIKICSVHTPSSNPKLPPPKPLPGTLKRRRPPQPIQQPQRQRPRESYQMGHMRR
Tn6 DDE FP: inhibitors of Tn6 peptide binding to human fibrin DD(E). AID 720509. inhibition, % at 8.3 µM. P02675. 370,000 compounds, 0.21% hits. Fibrin DD(E) TRITC-Tn6 fluorescence polarization displacement;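 active = inhibition above a per-campaign cutoff: mean of compounds within control limits plus 3 SD, cut at about 15% in these data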;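 note: 0% = median of all compound wells on the plate and 100% = blocking peptide control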
ASAP1 inh: blocks human ASAP1-stimulated Arf1 GTP hydrolysis | inhibition, % at 16.5 µM | Q9ULH1 | GDP FP detection | 360,000 compounds, 0.19% hits; in the data active = inhibition above about 25%;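 note: 0% = vehicle with enzyme and substrate and 100% = no enzyme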
Target sequence (Q9ULH1 325-724 limits assumed): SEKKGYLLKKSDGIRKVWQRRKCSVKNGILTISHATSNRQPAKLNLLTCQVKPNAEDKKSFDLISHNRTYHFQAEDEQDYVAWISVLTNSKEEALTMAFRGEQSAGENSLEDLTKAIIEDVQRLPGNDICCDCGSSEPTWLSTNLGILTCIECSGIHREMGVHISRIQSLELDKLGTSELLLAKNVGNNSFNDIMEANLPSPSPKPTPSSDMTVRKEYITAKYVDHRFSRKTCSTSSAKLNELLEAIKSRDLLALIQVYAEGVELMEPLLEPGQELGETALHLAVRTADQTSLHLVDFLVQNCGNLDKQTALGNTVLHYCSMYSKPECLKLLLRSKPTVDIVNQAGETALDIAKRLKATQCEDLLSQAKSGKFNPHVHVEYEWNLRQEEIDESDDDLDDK
NPR2 activator: GC-B (human) receptor activation. P20594. HEK293-GC-B cells, CNP EC30, cGMP TR-FRET; 0% at EC30 CNP, 100% saturating CNP. activation, % at 10 µM. 370,000 compounds, 0.11% hits. AID 1920062;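 active = activation at 10 µM reaching about 35% in either raw or pattern-adjusted values, limit read from the data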
GAA850 FXN act: frataxin GAA850 promoter activation | HEK293 lucGAA850 FXN promoter luciferase reporter, 24 h; percent of 10 µM SAHA response | activation, % at 6 µM | 360,000 compounds, 0.56% hits;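 active = activation above the average of all compounds screened plus 3 SD, cutoff fixed separately per campaign, cut at about 7.5% in these data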;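 note: 0% = DMSO wells and 100% = 10 µM SAHA wells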
ARFGAP1 inh: inhibitors of rat ARFGAP1. Q62848. Arfgap1-stimulated ARF1 GTP hydrolysis, GDP FP detection. inhibition, % at 16.5 µM. 360,000 compounds, 0.26% hits. AID 651572;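 active = inhibition above a per-plate limit, mean inhibition of low control wells plus 3 SD, cut at about 25% in these data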;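 note: 0% = DMSO wells with enzyme and 100% = wells lacking Arfgap1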
Target sequence (Q62848 1-136 limits assumed): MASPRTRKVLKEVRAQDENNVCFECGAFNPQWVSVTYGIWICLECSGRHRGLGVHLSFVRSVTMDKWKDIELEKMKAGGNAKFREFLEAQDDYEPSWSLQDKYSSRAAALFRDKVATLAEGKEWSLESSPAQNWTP
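Assay system: Rat Arfgap1 GAP domain (His6, aa 1-136), purified enzyme | Buffer or medium: HEPES 25 mM pH 7.5, NaCl 150 mM, MgCl2, DTT | Schedule: GTP hydrolysis reaction 2 h at 25 °C | Signal: FP of antibody-bound GDP Alexa 633 tracer, ex 620/em 688 nm | Measure: Percent inhibition of Arfgap1-stimulated GTP hydrolysis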
sPLA2-III inh: Blocks human group III sPLA2 activity; inhibition, % at 12.2 µM; 370,000 compounds, 0.56% hits; QFRET BODIPY PC-A2 liposome hydrolysis, fluorescence; Q9NZ20;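 active = inhibition above mean plus 3 SD of compounds lying within the high and low control bounds, cut at about 19% in these data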;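 note: 0% = median of test compound wells and 100% = no enzyme DMSO wells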
NPR1 activator: GC-A (human) enzyme activation | P16066 | HEK293 GC-A cells, cGMP TR-FRET, EC30 ANP; 0% at EC30 ANP, 100% saturating ANP | activation, % at 10 µM | 370,000 compounds, 0.14% hits; in the data active = activation above about 40%
KLK7 zymogen act: proKLK7 (human) activation, primary screen; 370,000 compounds, 0.9% hits; activation, % at 7 µM; AID 652039; purified proKLK7, EDANS-DABCYL substrate fluorescence; 100% is mature enzyme control, 0% vehicle;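 active = activation above the mean of all tested compounds plus 3 SD, computed per campaign excluding outliers beyond control limits, cut at about 13% in these data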
Starred values were filed as active, the others as inactive; . = not tested or not shown.

SMILES	rCAG RNA binder	ADAM10 inh	Tn6 DDE FP	ASAP1 inh	NPR2 activator	GAA850 FXN act	ARFGAP1 inh	sPLA2-III inh	NPR1 activator	KLK7 zymogen act
O=C(COC(=O)Cc1ccc(F)cc1)Nc1cc(S(=O)(=O)N2CCOCC2)ccc1N1CCCC1	-1	5	0	2	1	3.1	0	-6	-2	-0.2
O=C1Nc2cnc(Cl)nc2Nc2ccc(Cl)cc21	3	0	-5	9	-13	.	4	3	-7	0.8
CC(=O)Nc1cccc(NC(=O)c2ccc3[nH]c(C)c(C)c3c2)c1	3	-1	2	-1	-1	1.1	7	-17	-4	0.0
O=C(Cn1cccn1)c1ccccc1	0	-39	5	-2	1	-0.4	-19	-1	3	-0.7
O=C1c2cc(O)c(O)cc2S(=O)(=O)C1c1ccccc1 (stereo not given)	6	5	3	-8	4	0.9	4	5	1	0.3
COc1cc(/C=C/C(=O)OCC(=O)NC(=O)NC(C)C)ccc1OCC#N	-7	-107	-6	-3	-4	1.3	-5	2	-1	0.3
O=C(Cc1csc(Nc2nc(=S)[nH]c3ccccc23)n1)NCCCN1CCN(c2cccc(Cl)c2)CC1	10	-68	-10	23	-3	-1.4	1	-4	-11	-6.0
O=C(O)CC(c1ccccc1F)N1Cc2ccccc2C1=O (stereo not given)	0	1	0	-7	-1	0.4	7	-1	4	-0.2
NNc1nnc2c3cc(F)ccc3n(Cc3ccccc3)c2n1	4	-8	1	2	4	2.9	9	-3	6	0.1
COc1ccc(CNS(=O)(=O)CCNC(=O)c2ccc(OC)cc2)cc1	-4	0	3	-4	-10	1.4	-10	-24	1	-0.1
O=C1c2ccc3c4c(ccc(c24)C(=O)N1c1ccc2ccccc2c1)CC3	5	-15	6	-4	-3	-3.2	1	5	-4	0.4
COc1ccccc1/C=C1\SC(=O)N(CCC(=O)NCCCn2ccnc2)C1=O	-3	-11	6	3	-2	4.9	8	-9	-1	0.4
COc1ccccc1OCC(=O)NNC(=O)c1ccoc1C	2	-3	-1	5	2	1.1	-2	-3	0	-1.0
COc1ccc(C(=O)NN(c2ccccc2)c2ccccc2)cc1	1	-3	-6	-9	-1	-0.7	-9	6	-1	0.1
Cn1c(=O)cc(SCC(=O)NCC2CCCO2)c2ccccc21 (stereo not given)	1	-20	6	-17	0	-0.3	4	0	0	-0.5
c1ccc(C2c3[nH]c4ccccc4c3CCN2Cc2cccn2-c2ccccn2)nc1 (stereo not given)	-3	-6	6	0	-12	-0.7	7	-7	-20	1.8
Cc1cc(N2CCC(C(=O)NCC3CC3)CC2)nc(-c2ccccc2)n1	-8	-4	6	0	-1	-2.2	1	-6	0	0.0
Cc1ccc(NC(=O)/C=C\C(=O)NCC(=O)O)cc1C	3	12	-1	-1	1	-2.3	-11	6	2	-0.7
CCOc1cc(-c2noc(CCC(=O)NCC3CCCO3)n2)ccc1OC (stereo not given)	-1	4	6	-1	2	1.1	-26	-1	-1	-0.7
Cc1ccc(NC(=O)CN(C)C(=O)c2ccccc2OCc2c(C)noc2C)cc1	-7	-8	1	-8	-3	0.0	15	12	1	-0.3
COC(=O)c1ccc(N=Cc2c(C(F)(F)F)[nH]n(C)c2=O)cc1	0	-6	-2	1	2	2.8	-7	5	-2	0.0
Cc1[nH]n2c(=O)c3c(nc2c1-c1ccccc1)CCCC3	0	-13	-1	-4	-1	-3.4	-4	7	-1	-3.2
O=C(C[n+]1ccccc1)Nc1ccccc1C(F)(F)F	-1	-4	5	-16	3	2.1	2	2	0	-0.3
O=C(NCCN=C1NS(=O)(=O)c2ccccc21)c1ccccc1	2	0	5	0	-8	-0.4	-11	-2	-8	-0.2
Nc1nc(CN2CCN(c3ccccc3F)CC2)nc(N2CCCc3ccccc32)n1	-8	-6	3	13	3	1.1	2	1	2	0.0
O=C(NCCCN1CCOCC1)c1ccc2c(c1)N(Cc1cccc(F)c1)C(=O)c1ccccc1S2	4	3	1	6	1	-1.7	6	-17	4	-0.2
Cc1cccc(N2C(=O)c3cccnc3C2=O)c1	-1	-6	2	-8	-2	1.9	3	-1	-1	0.1
COc1ccc2c(c1)sc1nc(=O)ccn12	0	-122	2	8	0	1.2	0	0	1	2.7
Cc1ccc(N(C)/N=C/c2ccc(Cl)cc2Cl)nn1	-1	-7	4	-5	-1	1.5	15	-4	4	-0.9
COc1ccc(C(=O)/C=C/Nc2c(C)n(C)n(-c3ccccc3)c2=O)c(OC)c1	0	4	-5	14	-1	1.1	6	-4	-4	0.8

Retrieved one by one from the entries so far, four records:
SMILES	rCAG RNA binder	ADAM10 inh	Tn6 DDE FP	ASAP1 inh	NPR2 activator	GAA850 FXN act	ARFGAP1 inh	sPLA2-III inh	NPR1 activator	KLK7 zymogen act
Cc1ccc(NC(=O)/C=C\C(=O)NCC(=O)O)cc1C	3	12	-1	-1	1	-2.3	-11	6	2	-0.7
NNc1nnc2c3cc(F)ccc3n(Cc3ccccc3)c2n1	4	-8	1	2	4	2.9	9	-3	6	0.1
O=C(C[n+]1ccccc1)Nc1ccccc1C(F)(F)F	-1	-4	5	-16	3	2.1	2	2	0	-0.3
Cc1cc(N2CCC(C(=O)NCC3CC3)CC2)nc(-c2ccccc2)n1	-8	-4	6	0	-1	-2.2	1	-6	0	0.0

Later entries
SMILES	rCAG RNA binder	ADAM10 inh	Tn6 DDE FP	ASAP1 inh	NPR2 activator	GAA850 FXN act	ARFGAP1 inh	sPLA2-III inh	NPR1 activator	KLK7 zymogen act
COc1ccccc1OCc1cc(C(=O)N2CCN(C)C(c3ccccc3)C2)no1 (stereo not given)	-5	4	-10	-1	-10	6.0	3	-2	3	0.2
CC(C)OC(=O)Cn1cnc2ccc(Br)cc2c1=O	-3	-2	-3	3	-18	3.1	-7	-6	-23	0.5
COc1nnc(-c2ccc(N3CCOCC3)c(NC(=O)c3ccccc3)c2)c2ccccc12	0	0	-10	1	1	-0.4	41*	5	9	0.2
Cn1c(Cl)c(/C=N/OC(=O)c2ccccc2Cl)c2ccccc21	3	4	-6	4	-4	-0.1	14	-1	2	-1.6
COC(=O)[C@@]1(Cc2ccc(F)cc2)[C@H]2c3cc(C(=O)N4CCCC4)n(C[C@H](O)CO)c3C[C@H]2CN1C(=O)c1ccccc1	8	-14	3	-2	2	.	-5	-1	-3	1.2
Cc1ccc(Cn2cc(CN3[C@H](C)COc4cc(Br)ccc4S3(=O)=O)nn2)cc1	-1	5	-1	.	-1	.	.	-7	-1	0.3
CCCNC(=O)C(Cc1ccccc1F)NC(=O)c1ccccn1 (stereo not given)	2	-8	7	-8	-3	1.8	2	9	1	-0.7
FCCCOc1ccc(-c2nccc(-c3ccc(F)cc3)n2)cc1	0	3	6	-7	-6	1.7	16	1	-2	-0.6
Cc1ccccc1N(C(=O)CS(=O)CC(=O)Nc1ccc(F)cc1)C(C)C(=O)NC(C)(C)C (stereo not given)	-6	-6	3	4	-3	-0.3	-2	0	-1	-0.2
O=C(c1cc(COc2ccc(F)cc2F)on1)N1CCCC(c2ccccc2)C1 (stereo not given)	0	11	-13	0	-1	0.2	3	-18	3	0.7
Cc1ccc(NC(=O)COC(=O)C2CC2C)c(S(=O)(=O)N2CCCCC2)c1 (stereo not given)	-2	-9	-4	-1	8	-2.0	2	-9	-1	0.3
O=C(CSc1ccc2nnc(-c3ccccn3)n2n1)Nc1ccccc1F	1	-14	6	8	4	1.4	3	-1	-1	0.5
CCOC(=O)c1cc2c(c(-c3cccc(C#Cc4ccc(OC)c(OC)c4)c3)n1)[C@@H](CCO)N(S(=O)C(C)(C)C)C2 (stereo not given in full)	14	16	1	-4	0	.	11	-14	18	0.7
Cc1sc2nc(C(C)Nc3ccccc3N3CCOCC3)[nH]c(=O)c2c1C (stereo not given)	1	-23	-8	-11	-6	-1.2	4	-12	-10	4.8
CC(C)CCN(C(=O)CCSc1ccc(F)cc1)c1c(N)n(Cc2ccccc2)c(=O)[nH]c1=O	-2	-8	-2	-5	8	1.1	1	0	-1	0.1
Cc1nnc(SCC(=O)Nc2ncc(Cc3ccc(F)cc3)s2)n1N	0	10	-5	4	1	-0.5	5	-4	1	0.1
CC1S/C(=N/N=C/c2cccs2)NC1=O (stereo not given)	0	0	6	-2	0	2.7	-4	-4	7	0.0
CN(Cc1ccccc1)C(=O)c1ccc(NC(=O)Cc2ccc(NC(=O)C3CCCN(S(=O)(=O)c4cccc([N+](=O)[O-])c4)C3)cc2)cc1 (stereo not given)	7	-5	3	-4	0	-1.2	-8	10	-2	0.9
CCCN1CCC(NC(=O)CC2C(=O)NCCN2Cc2ccccc2C)CC1 (stereo not given)	-2	-23	1	-3	4	2.0	-9	-9	5	0.3
Cc1ccc(CSCCC(=O)NCCc2ccc(Cl)cc2)cc1	0	5	3	-6	-1	-0.2	-1	0	0	0.2
O=S(=O)(NCc1cccnc1)c1cccc2cccnc12	-4	-1	3	11	0	0.3	2	3	0	-0.2
O=C(COC(=O)C1COc2ccccc2O1)Nc1ccccc1OC(F)F (stereo not given)	1	-3	5	-16	-6	1.0	-2	2	5	0.1
C/C(=N\NC(=O)CN1CCN(Cc2ccccc2)CC1)c1cccs1	-4	2	4	-3	-2	2.3	-4	15	1	-0.1
CCN(CC)S(=O)(=O)c1ccc(NC(=O)C2CCCO2)cc1 (stereo not given)	4	-3	7	-3	-1	2.9	-4	4	6	0.3
COc1ccc(CN2CCCCCC2)cc1	2	6	3	-5	6	1.2	-7	14	-3	0.0
O=S(=O)(Nc1ccc2c(c1)OCCO2)c1ccc(F)cc1	3	4	-1	-3	-6	-2.0	12	-4	0	0.4
COc1cc(Cl)c(C)cc1NC(=O)c1ccccc1-n1cnnn1	2	-33	3	-16	1	-0.1	0	-5	-3	0.4
COc1cc(C2c3cc4c(cc3OC(NCCc3ccccc3)C2C)OCO4)cc(OC)c1OC (stereo not given)	1	-5	10	-10	-5	-0.2	-6	-1	-7	1.1
Cc1ccc(C)c(N2C(=O)C3C4C=CC(CC4)C3C2=O)c1 (stereo not given)	-3	-7	-6	-3	4	0.6	0	14	2	0.1
C/C(=N\NC(=O)c1ccc(COc2ccccc2)cc1)c1ccncc1	1	2	0	-7	0	1.8	-16	-2	4	-1.0
CC(=O)C1=C(O)C(=O)N(c2ccc(C(=O)O)cc2)C1c1ccc([N+](=O)[O-])cc1 (stereo not given)	6	6	5	-3	-3	2.2	1	-1	1	0.2
O=C(Nc1ccc(N2CCOCC2)cc1)c1csc([C@@H]2O[C@H](CO)[C@H](O)[C@H](O)[C@H]2O)n1	4	0	-7	-6	5	0.6	13	4	0	-0.6
COc1ccccc1C(=O)Nc1ccc(Br)c2cccnc12	2	2	3	-15	-4	-0.2	1	-1	2	0.0
Cc1nnc(NC2(C(F)(F)F)C(=O)Nc3c2c(=O)n(C)c(=O)n3C)s1 (stereo not given)	-2	-7	-4	-4	5	1.7	-9	3	0	0.3
CC1CC(O)C(C)CN1 (stereo not given)	0	-6	0	9	2	-1.1	0	3	4	0.1
Cc1ccccc1-c1n[nH]c(=S)o1	-3	-11	-3	1	.	0.6	-4	13	.	-0.3
